Screens from PubChem BioAssay.
Lipid storage S3: qHTS Assay for Lipid Storage Modulators in Drosophila S3 Cells; lipid storage change, negative = inhibition, % at the top dose, mostly 46.1 µM; hits show Potency in µM; Drosophila S3 cells, BODIPY lipid droplet fluorescence, 18-24 h; cells fed with added oleic acid; 0.64% of 320,000 active; active = well fitted inhibition curve with a large enough effect in the signal ratio, with a control signal flat, not every such curve was filed as active; inconclusive = small, poorly fitted or top-dose-only effect, or effect the other way, or a change in a side signal; the % refers to the signal ratio
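Laser-scanning cytometry quantifies lipid droplet accumulation (500–530 nm total intensity; droplet/cell object ratio) in oleic acid-fed (400 uM added) Drosophila S3 cells treated with a concentration series. 20 uM Triacsin C defined 100% inhibition.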
Lipid storage S3 cell count max: further read-out of Lipid storage S3, marked with its call; cell number change, %; measured here: cell count max response;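 cells counted by Cell Tracker Red CMTPX staining in the red channel; peak over a dose series mostly up to 46.1 µM; percent activity relative to internal control wells on each plate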
Active calls of the source: *; i = inactive; u = inconclusive; x = no result given; [ ] = dose if it differs, or a comment. % is set by controls: 0 for no effect and ±100 for the full control effect; potency is the fitted concentration of half-maximal effect. A portion of the library (hit frequency here may not be typical).

Every second line gives: Lipid storage S3	Lipid storage S3 cell count max
> Cc1ccn(-c2n[nH]c(C)c2[N+](=O)[O-])n1
 : -9%	26
> COc1c(Br)cc(Br)cc1/C=N/n1c(C)nnc1C
 : u	x
> CC(=O)NCC1=C(NC(C)=O)C2CC1C(C)(C)C2C (configuration not stated)
 : i	4
> COc1ccc(C2CC(c3cc(OC)ccc3OC)n3nnnc3N2)cc1 (configuration not stated)
 : -2%	3
> COc1ccc(OC)c(S(=O)(=O)N2CCC(C(=O)NCCC3=CCCCC3)CC2)c1
 : 2%	1
> O=C(Cc1ccccc1)N/N=C/c1cccn1-c1ccc([N+](=O)[O-])cc1
 : u	x
> Cc1cccc(-c2noc(CCCC(=O)NCC3CCCO3)n2)c1 (configuration not stated)
 : u	x
> O=C(CCN1c2ccccc2Sc2ccccc21)Nc1ccccc1
 : u	x
> O=C(N/N=C/c1ccco1)c1cccc([N+](=O)[O-])c1
 : -1%	-19
> NC(=O)CC(NC(=O)c1ccccc1)c1ccc(NCCN2CCCCC2)c([N+](=O)[O-])c1 (configuration not stated)
 : u	x
> CC1CCCCN1S(=O)(=O)c1ccc(C(=O)Nc2sccc2C(N)=O)cc1 (configuration not stated)
 : u	x
> Cc1nc2cc(F)ccc2n1C1CCN(C(=O)c2ccc(F)cc2F)CC1
 : -3%	-26
> COc1ccc(/C=C2\SC(=NCc3ccccc3)NC2=O)cc1
 : -10%	-7
> Cc1c(/C=N\NC(=O)c2csc3ccccc23)cnn1C
 : 4%	2
> O=C(N/N=C/c1ccccn1)c1cc([N+](=O)[O-])cc([N+](=O)[O-])c1
 : u	x
> N#Cc1ccc(C23CC4CC(CC(C4)C2)C3)[nH]c1=O
 : u	x
> CC(=O)c1cccc(NC(=O)C2CCCN(S(C)(=O)=O)C2)c1 (configuration not stated)
 : u	x
> O=C(NCC1CCCO1)c1nn2c(C(F)(F)F)cc(-c3cc(Br)cs3)nc2c1Br (configuration not stated)
 : u	x
> COc1c(O)cc2c(c1O)C(=O)CC(c1ccccc1)O2 (configuration not stated)
 : 8%	0
> O=C(c1ccc(F)cc1)C1CCN(Cc2ccc(F)cc2)CC1
 : 24%	16

7 compounds picked at random from the list so far:
Every second line gives: Lipid storage S3	Lipid storage S3 cell count max
> COc1ccc(C2CC(c3cc(OC)ccc3OC)n3nnnc3N2)cc1 (configuration not stated)
 : -2%	3
> CC1CCCCN1S(=O)(=O)c1ccc(C(=O)Nc2sccc2C(N)=O)cc1 (configuration not stated)
 : u	x
> O=C(N/N=C/c1ccco1)c1cccc([N+](=O)[O-])c1
 : -1%	-19
> Cc1ccn(-c2n[nH]c(C)c2[N+](=O)[O-])n1
 : -9%	26
> CC(=O)c1cccc(NC(=O)C2CCCN(S(C)(=O)=O)C2)c1 (configuration not stated)
 : u	x
> Cc1cccc(-c2noc(CCCC(=O)NCC3CCCO3)n2)c1 (configuration not stated)
 : u	x
> COc1ccc(OC)c(S(=O)(=O)N2CCC(C(=O)NCCC3=CCCCC3)CC2)c1
 : 2%	1

More compounds follow:
Every second line gives: Lipid storage S3	Lipid storage S3 cell count max
> Cc1ccc(SC(C)C(=O)NCCC2=CCCCC2)cc1 (configuration not stated)
 : -7%	0
> CSCc1ccc(C(=O)N2CCCC(Nc3ccc4c(c3)OCCO4)C2)o1 (configuration not stated)
 : -17%	-6
> COc1cccc(N2CCN(C(=O)c3ccc(CS(=O)Cc4ccc(Cl)cc4)o3)CC2)c1 (configuration not stated)
 : i	x
> Cc1ccc(-c2csc3ncn(CC#N)c(=O)c23)cc1
 : 3%	11
> CCc1ccc(-c2ccc(SCC(=O)Nc3nnc(C)s3)nn2)cc1
 : u	x
> O=C(OCn1nnc2ccccc2c1=O)c1cc(-c2ccccc2Cl)nc2ccccc12
 : 1%	8
> COc1ccc2cc(CO)c(Cl)nc2c1
 : 4%	-6
> COc1ccc(NC(=O)C(CC(=O)O)C(C)c2ccccc2)cc1 (configuration not stated)
 : 10%	9
> Cc1nc(N2CCN(S(=O)(=O)c3ccc(F)cc3)CC2)c2c(C)c(C)sc2n1
 : -9%[9.22 µM]	1
> CCOc1ccc(NC(=O)CN(C)CC(=O)Nc2cccc(Cl)c2C)cc1OCC
 : -2%	-10
> Cc1cnc(CNC(=O)c2ccc(OC3CCN(C(=O)C4CC4)CC3)cc2)cn1
 : -13%	0
> COc1cc(CN2CCCC(CO)(Cc3cccc(Cl)c3)C2)cc2c1OCO2 (configuration not stated)
 : 6%	-17
> COc1ccc(C(O)P(=O)(OCCC(C)C)c2ccc(N(C)C)cc2)cc1 (configuration not stated)
 : i	19
> CN(C)C(CNC(=O)c1ccc(C2SCCS2)cc1)c1ccccc1 (configuration not stated)
 : 16%	-19
> O=C(CSc1nc2c(c(=O)n1-c1ccc(Br)cc1)SCC2)NCc1ccco1
 : u	x
> COc1ccc(S(=O)(=O)Nc2ccc(S(=O)(=O)Nc3nc(C)cc(C)n3)cc2)cc1OC
 : u	x
> C=CCn1c(=S)[nH]c2sc3c(c2c1=O)CCCC3
 : 0%	-5
> C/C=C/c1ccc(OCCCNCC(C)O)c(OC)c1 (configuration not stated)
 : u	x
> O=[N+]([O-])c1ccccc1/C=N\N1CCN(c2ccccc2)CC1
 : -22%	1
> Fc1ccccc1NC(=S)NCc1ccc(Cl)cc1
 : -2%	7

An excerpt of these results, with each value named.
molecule: O=C(CSc1nc2c(c(=O)n1-c1ccc(Br)cc1)SCC2)NCc1ccco1
  Lipid storage S3 = u; Lipid storage S3 cell count max = x

molecule: COc1ccc(S(=O)(=O)Nc2ccc(S(=O)(=O)Nc3nc(C)cc(C)n3)cc2)cc1OC
  Lipid storage S3 = u; Lipid storage S3 cell count max = x

molecule: C=CCn1c(=S)[nH]c2sc3c(c2c1=O)CCCC3
  Lipid storage S3 = 0%; Lipid storage S3 cell count max = -5

molecule: C/C=C/c1ccc(OCCCNCC(C)O)c(OC)c1 (configuration not stated)
  Lipid storage S3 = u; Lipid storage S3 cell count max = x

The listing continues.
Every second line gives: Lipid storage S3	Lipid storage S3 cell count max
> O=C(Nn1c(C2CCCCC2)nc2ccccc2c1=O)c1cc(Cl)ccc1[N+](=O)[O-]
 : u	x
> C/C=C(\C)C(=O)N1CC2(CC(c3cccc(NC(=O)COc4ccc(Cl)cc4)c3)=NO2)C[C@@H]1C(N)=O (some centres not stated)
 : -14%	-3
> CC(=O)c1ccc(NC(=O)COC(=O)c2c3c(nc4ccccc24)/C(=C\c2cccs2)CCC3)cc1
 : u	x
> O=C(COC(=O)CCCNC(=O)c1ccc(Cl)cc1)Nc1cc(Cl)ccc1Cl
 : 10%	6
> Cc1ccc(C(=O)O/N=C\c2ccc(N3CCCCC3)c([N+](=O)[O-])c2)cc1
 : 20%	-14
> COc1ccc(CCNS(=O)(=O)c2cc3c(cc2C)NC(=O)CO3)cc1OC
 : u	x
> CCC(C(=O)Nc1ccc(OC)c(Cl)c1)c1ccccc1 (configuration not stated)
 : u	x
> COc1ccc(OCCC(=O)OCC(=O)NCc2ccccc2OC)cc1
 : -1%	-1
> CC(NC(=O)COC(=O)C1(C)CC1(Cl)Cl)c1ccccc1 (configuration not stated)
 : -3%	14
> CCCC[C@@H]1CNCCN1CCc1cccc(F)c1
 : u	x
> CCCCC(=O)Nc1nnc(C)s1
 : -5%	-1
> COc1ccc(CCNS(=O)(=O)c2cn(C)c(=O)n(C)c2=O)cc1OC
 : u	x
> Cc1ccsc1C(=O)OCC(=O)NCc1ccco1
 : u	x
> COc1cc2c(cc1OC)-c1cc(NC3CCCC3)nc(=O)n1CC2
 : u	x
> CC(=O)NCC(=O)N(Cc1ccco1)C1(C(=O)NC2CCCCC2)CCCCC1
 : u	x
> COCc1cc(C)nc(SCC(=O)Nc2ccc3c(c2)OCO3)c1C#N
 : u	x
> CN(C)C(CNC(=O)CCNC(=O)c1ccccc1Cl)c1ccco1 (configuration not stated)
 : -19%	-21
> COc1ccccc1NC(=O)c1sc(NC(=O)c2ccco2)c(C#N)c1C
 : u	x
> Cc1cc(NC(=O)Cn2nc(C(F)(F)F)c3c2CCC3)no1
 : u	x
> O=C(/C=C\Nc1cccc(F)c1)c1cccs1
 : u	x
> O=C(CNc1cccc(S(=O)(=O)N2CCCCC2)c1)Nc1ccccc1F
 : u	x
> CCOC(=O)c1sc2nc(CSCC(=O)OCc3ccc(C(=O)OC)o3)[nH]c(=O)c2c1C
 : u	x
> CC(C)CC(=O)Nc1nnc(S(=O)(=O)N2CCc3ccccc32)s1
 : u	x
> Brc1ccccc1-c1nc2c3ccccc3ncn2n1
 : i	-26
> O=C(NNC(=O)C1CCC1)c1ccccc1F
 : -13%[0.0737 µM]	4
> CCS(=O)(=O)c1nc(S(=O)(=O)c2ccc(C)cc2)c(N2CCOCC2)s1
 : u	x
> CC1CCN(CC(=O)N2CCc3ccccc32)CC1
 : i	-1
> COc1cc(OC)cc(-c2nc(N)n[nH]2)c1
 : -21%	-7
> O=C(COc1cccc2ccccc12)Nc1ccc(Cl)cc1C(=O)O
 : u	x
> CC(=O)c1ccc(NC(=O)CSc2nc(=O)n(CCN3CCOCC3)c3c2CCC3)cc1
 : 22%	x
> CC(=O)c1ccc(OCc2ncc(C(F)(F)F)cc2Cl)cc1
 : 2%	-7
> COc1ccc(NC(=S)N2CCCC2)cc1OC
 : u	x
> Cc1ccc(C)c(Cc2c(C)nc3c(C(=O)N4CCOCC4)cnn3c2C)c1
 : u	x
> O=C(Nc1ccc(Cl)cc1N1CCOCC1)C1CC1
 : -18%	-1
> O=C(CCc1ccccc1F)N1CCN(c2ccc(C(F)(F)F)cn2)CC1
 : i	x
> Cc1ccc(C)c(OCCC(=O)NCCc2ccc(S(N)(=O)=O)cc2)c1
 : u	x
> CCOC(=O)c1c(C)nc2sc(C(=O)Nc3ccc(OC)cc3)c(N)c2c1-c1ccc(OC)cc1
 : i	x
> CCOC(=O)C1C(=O)OC(C)(C)C1C(C)C(=O)c1ccc(C)cc1 (configuration not stated)
 : u	x
> Cc1ccc(S(=O)(=O)N2CCN(C(=O)c3cc4c(C)nn(-c5ccccc5C)c4s3)CC2)cc1
 : -10%	-9
> CCc1nn(CC(=O)N2CCN(c3ccc(F)cc3)CC2)c(=O)c2cc3occc3n12
 : 1%	7

More structures:
Molecule | Lipid storage S3 | Lipid storage S3 cell count max
Cc1ccc(NC2=Nc3ccccc3N3C2=Nc2c(c(C)nn2-c2ccccc2)C3c2ccc(O)c(O)c2)cc1 (configuration not stated) | 1% | -22
O=C(C1=C[C@H](C2CCCCC2)C[C@H](OCCCCO)O1)N1CCN(Cc2ccccc2)CC1 | -5% | 14
CCOC(=O)CCC(=O)N1CCOCCOCCOCC1 | u | x
CCOC(=O)C1=C(C)NC(=S)NC1c1ccc(OCC(=O)N2CCCCCC2)c(OC)c1 (configuration not stated) | i | 20
CN(Cc1ccccc1)C(=O)c1[nH]cnc1C(=O)NCC(=O)OCc1ccccc1 | i | 18
O=C(c1ccccc1)n1c(=S)nc2ccccn21 | u | x
Cc1cnc([N+](=O)[O-])n1CCOC(=O)NC(=O)c1ccccc1 | u | x
O=C(NCc1ccco1)c1nc2c(nnn2Cc2ccccc2Cl)c(=O)[nH]1 | u | x
CCn1c(=O)cc(SCC(=O)NCc2ccc3c(c2)OCO3)c2ccccc21 | u | x
CCCC(=O)N(CCN(Cc1ccccc1)C(=O)CCC)Cc1ccccc1 | u | x
Cc1ccc(-n2nnnc2SCC(=O)NC2CC2)cc1C | u | x
COc1ccc(C(C)=O)cc1COC(=O)c1cnc(C)cn1 | i | 6
Cc1cc(C)n(C(CC(=O)O)C(=O)O)n1 (configuration not stated) | u | x
COc1cc(Nc2ccc(C(=O)O)cc2[N+](=O)[O-])cc(OC)c1 | 3% | 11
Cc1ccc2nc3c(cc(C(=O)NCC4CCCO4)c(=N)n3C3CCCC3)c(=O)n2c1 (configuration not stated) | u | x
Cc1ccc(C)c(OCCSc2nnc(-c3cccnc3)n2N)c1 | u | x
Cc1ccc(S(=O)(=O)N2CCCCC2)cc1NC(=O)[C@@H]1CCCN1C(=O)c1cccs1 | 0% | -2
COc1cc(C(=O)OCC(=O)N(C)c2ccccc2)cc(OC)c1OC | u | x
Cc1ccc(NC(=O)Nc2ccccc2CC[N+](=O)[O-])cc1 | u | x
CC(C)(C)c1cc(-c2ccccc2)n[nH]1 | -1% | -14
CCCS(=O)(=O)Nc1cccc(-c2nc3cccnc3s2)c1 | u | x
CCN(CCCNC(=O)Cn1ncc2c([nH]c3ccccc32)c1=O)Cc1ccccc1 | i | -5
O=C(CC(C(=O)O)c1c(F)cccc1Cl)c1ccc(Cl)cc1 (configuration not stated) | u | x
COC(=O)CSc1nnc2c(C)cc3cc4c(cc3n12)OCCO4 | u | x
CNc1ccc(/C=C/C(=O)c2ccc3c(c2)OCCO3)cc1[N+](=O)[O-] | 17% | 3
COc1ccc(C2CC(=O)N(CC(=O)NCC3CCCO3)c3ccccc3S2)cc1 (configuration not stated) | 6% | 0
Cc1cnc(NC(=O)CSc2nnc(Cc3ccccc3)o2)s1 | u | x
N#Cc1c(-c2ccccc2)cc(-c2ccccc2)nc1SCc1nnc(-c2ccccc2)o1 | u | x
Cn1c(=O)c2c(nc(CN3CCN(C(=O)c4ccco4)CC3)n2CC(N)=O)n(C)c1=O | u | x
CC(=O)Nc1ccc(NC(=S)NC(=O)c2oc3ccccc3c2C)cc1 | u | x
O=C(CSc1nnc(-c2ccc3c(c2)OCCO3)o1)N1CCCC1 | u | x
